Assay outcomes: PubChem BioAssay, several laboratories
GSH fluor: compound fluorescence on glutathione beads, profiling panel, artefact control, biophysical, 488/530 nm, flow cytometry; GSH beads flow cytometry, compound fluorescence 488/530 nm; active compounds read high; fluorescence (KMESF) at 10 µM; AID 1776, 2009; hit rate 0.25% among 190,000; in the data active = fluorescence above about 89;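 note: glutathione beads carrying GST-tagged Bcl family fusion proteins plus one bare bead set; values are compound well signal with DMSO vehicle wells as background; inactives centre near 16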
Avidin bead fluor: green autofluorescence of compounds with avidin beads – biophysical, 488/530 nm, flow cytometry, artefact control, profiling panel | compound fluorescence 488/530 nm; active compounds read high | fluorescence (KMESF) at 10 µM | hit rate 0.38% among 220,000; in the data active = fluorescence above about 47; note: inactives centre near 10
RGS8-Gao: RGS8-Galphao binding modulators, primary screen, biochemical, multiplexed bead flow cytometry; actives lie on both sides; response (percent of control binding), % at 10 µM; hit rate 0.34% among 220,000; AID 1423, 2008; in the data active = response below about 60% or above about 140%; inactive = in between;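 note: Galphao activated as the GDP aluminium fluoride complex binding bead-coupled RGS8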
RGS7-Gao: RGS7-Galphao binding modulators, primary screen, biochemical, multiplexed bead flow cytometry | binding response (% of control), % at 10 µM | hit rate 0.35% among 220,000 | actives lie on both sides | Guanine nucleotide-binding protein G(o) subunit alpha (Homo sapiens), P09471; in the data active = binding response below about 49% or above about 150%; inconclusive = no clear call, values can overlap the other calls; inactive = in between;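 note: fluorescent Galphao held in activated GDP-AlF4 state binding bead-coupled RGS7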
RGS4-Gao reg: modulators of RGS4 binding to Galphao, primary screen, biochemical, multiplexed bead flow cytometry; Guanine nucleotide-binding protein G(o) subunit alpha (Homo sapiens), P09471; actives lie on both sides; binding response (% of control), % at 10 µM; hit rate 0.33% among 220,000; AID 1415, 2008; in the data active = binding response below about 49% or above about 150%; inactive = in between;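 note: fluorescent Galphao activated with aluminum fluoride binding bead-coupled RGS4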
ABCB1 inh: ABCB1 efflux pump inhibitors, primary screen, cell-based, multiplex, flow cytometry, ABCG2 counter-screen; CCRF-Adr cells, JC-1 efflux; AID 1326, 2008; hit rate 0.067% among 190,000; inhibition, % at 6.6 µM; in the data active = inhibition above about 40%;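 note: 0% = vehicle and 100% = reference inhibitor; higher value means more JC-1 retained so stronger ABCB1 efflux block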
Target sequence (P08183 whole entry, looked up): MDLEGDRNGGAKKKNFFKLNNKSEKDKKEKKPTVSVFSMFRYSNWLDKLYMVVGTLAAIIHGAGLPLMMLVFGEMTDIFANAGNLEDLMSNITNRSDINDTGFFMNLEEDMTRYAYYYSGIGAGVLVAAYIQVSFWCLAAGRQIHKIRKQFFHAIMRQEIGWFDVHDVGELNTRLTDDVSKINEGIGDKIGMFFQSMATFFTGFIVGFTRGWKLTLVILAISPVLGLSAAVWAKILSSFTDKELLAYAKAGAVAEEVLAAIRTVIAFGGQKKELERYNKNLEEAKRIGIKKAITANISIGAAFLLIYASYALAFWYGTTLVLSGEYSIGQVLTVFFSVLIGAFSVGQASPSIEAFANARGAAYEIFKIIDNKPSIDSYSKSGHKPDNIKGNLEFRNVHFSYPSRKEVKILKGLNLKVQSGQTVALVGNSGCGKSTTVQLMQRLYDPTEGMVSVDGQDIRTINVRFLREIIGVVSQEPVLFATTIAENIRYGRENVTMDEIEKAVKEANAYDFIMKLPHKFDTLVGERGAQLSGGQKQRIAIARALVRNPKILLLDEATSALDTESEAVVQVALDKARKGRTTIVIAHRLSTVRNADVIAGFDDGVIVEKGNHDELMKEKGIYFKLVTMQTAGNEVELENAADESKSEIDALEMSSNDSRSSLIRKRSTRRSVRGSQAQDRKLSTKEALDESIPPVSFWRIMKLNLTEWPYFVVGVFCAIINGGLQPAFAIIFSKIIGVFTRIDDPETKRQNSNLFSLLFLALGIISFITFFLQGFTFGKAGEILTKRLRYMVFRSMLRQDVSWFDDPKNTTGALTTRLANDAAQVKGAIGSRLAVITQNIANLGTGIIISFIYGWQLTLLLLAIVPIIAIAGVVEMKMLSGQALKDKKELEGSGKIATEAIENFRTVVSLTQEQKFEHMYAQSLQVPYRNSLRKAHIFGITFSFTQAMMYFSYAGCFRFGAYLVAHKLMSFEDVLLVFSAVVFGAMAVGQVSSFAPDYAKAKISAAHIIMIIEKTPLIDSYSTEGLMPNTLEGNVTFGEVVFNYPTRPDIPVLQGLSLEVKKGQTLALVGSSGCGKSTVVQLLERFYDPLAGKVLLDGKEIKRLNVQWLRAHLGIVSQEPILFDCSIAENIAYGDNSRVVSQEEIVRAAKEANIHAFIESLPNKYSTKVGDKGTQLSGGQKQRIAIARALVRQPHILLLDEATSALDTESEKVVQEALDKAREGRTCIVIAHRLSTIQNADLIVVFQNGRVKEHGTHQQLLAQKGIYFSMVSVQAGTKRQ
Mcl1-Noxa inh: Mcl-1/Noxa binding inhibitors, primary screen, biochemical, TR-FRET, 1536-well. Induced myeloid leukemia cell differentiation protein Mcl-1 (Homo sapiens), Q07820. inhibition, % at 21.7 µM. TR-FRET Mcl-1/Noxa peptide binding, 2 h. hit rate 1.5% among 220,000;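 active = compounds that cut the protein-peptide binding signal by more than 50% relative to plate controls in a single-dose test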;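 note: His-tagged Mcl-1 with rhodamine Noxa BH3 peptide and terbium anti-His antibody; 0% = Mcl-1 plus Noxa peptide wells and 100% = peptide-only wells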
ABCG2 block: ABCG2 efflux pump inhibitors, primary screen, multiplex with ABCB1, IgMXP3 cells, flow cytometry. JC-1 efflux. inhibition, % at 6.6 µM. hit rate 0.1% among 190,000;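 active = inhibition above 80%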;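 note: 0% = DMSO and 100% = nicardipine control wells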
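material = IgMXP3 (ABCG2) plus far-red-tagged CCRF-Adr (ABCB1) cells | amount = 3 million cells/mL, equal mix of both lines | also added = JC-1 transporter substrate | dosing = one concentration, 6.6 µM final | schedule = 10 min at 25 °C | measured by = flow cytometric JC-1 green MFI at 530 nm | read-out basis = percent efflux inhibition, scaled nicardipine 100% to DMSO 0%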
Mcl1 Bid PPI: Mcl-1/Bid binding inhibitors, primary screen, biochemical, TR-FRET, 1536-well. inhibition, % at 21.7 µM. Induced myeloid leukemia cell differentiation protein Mcl-1 (Homo sapiens), Q07820. hit rate 0.97% among 220,000. TR-FRET Mcl-1/Bid-Dy647 peptide binding;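 active = compounds that cut the binding signal by more than half at the single screening dose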;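 note: His-tagged Mcl-1 with europium anti-His antibody binding Bid BH3 peptide; 0% = Mcl-1 plus peptide wells and 100% = peptide-only wells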
Mcl-1 Bim block: inhibitors of Bim peptide binding to Mcl-1, primary screen, biochemical, bead-based flow cytometry, multiplex; Induced myeloid leukemia cell differentiation protein Mcl-1 (Homo sapiens), Q07820; inhibition, % at 10 µM; Bim peptide-Mcl-1 binding; hit rate 0.1% among 190,000; AID 1009, 2008; in the data active = inhibition above about 40%;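 note: 0% = no compound tracer wells and 100% = peptide blocker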
Pf gamet viab: late stage P. falciparum gametocyte viability inhibitors, primary screen, ATP luminescence, HTS; P. falciparum stage V gametocytes, 24 h; AID 743093, 2013; hit rate 0.065% among 150,000; inhibition, % at 10.9 µM;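 active = inhibition above the mean plus 3 SD of compounds within the control limits, set per campaign, cut at about 38% in these data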;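 note: 0% = DMSO wells and 100% = medium only without gametocytes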
An asterisk follows results filed as active; ? = inconclusive; · = not tested or not shown.

Values in the order: GSH fluor, Avidin bead fluor, RGS8-Gao, RGS7-Gao, RGS4-Gao reg, ABCB1 inh, Mcl1-Noxa inh, ABCG2 block, Mcl1 Bid PPI, Mcl-1 Bim block, Pf gamet viab
C=CCN(C(=O)c1cccc(S(=O)(=O)N2CCN(C)CC2)c1)c1nc(-c2ccccc2)cs1
→ 15, 6, 103, 104, 100, 0.0, -30, 1, -49, -1, 6
Cc1ccccc1NS(=O)(=O)c1ccc(OCC(=O)NCc2cccnc2)cc1
→ 15, 24, 102, 101, 98, -1.0, 6, 0, -2, -2, -1
O=C(CCSc1ccccc1)Nc1nccs1
→ 16, 11, 104, 100, 100, 0.8, -11, 4, -5, -7, ·
O=C(O)c1cccc(N2C(=S)N=C(Nc3ccccc3)C23CCCCC3)c1
→ 15, 11, 99, 103, 102, -0.5, 15, -2, -25, -1, 7
COC(=O)COc1ccc(S(=O)(=O)Nc2ccc(C(N)=O)cc2)cc1C
→ 23, 33, 100, 100, 99, 0.2, 0, 1, -2, -4, ·
CC1(C)CC2(CC(c3ccccc3F)c3ccc(O)c(O)c3O2)NC(=S)N1 (centres undefined)
→ 15, 9, 80, 103, 93, -0.2, 35, -1, -96, -1, -32
CC(=O)c1cccc(NS(C)(=O)=O)c1
→ 7, 24, 100, 95, 99, 0.3, 2, 2, -3, -1, -5
O=C(C1=C(O)C(=O)N(Cc2ccco2)C1c1ccccc1F)c1cccs1 (centres undefined)
→ 17, 9, 99, 97, 100, -3.0, 8, -3, -14, -1, 12
CC1(C)NC(=O)N(CC(=O)O)C1=O
→ 13, 9, 101, 108, 95, 0.3, -15, 1, 17, 19, 4
CN(C)/C=C/C(=O)c1cnc2sccn2c1=O
→ 15, 7, 103, 102, 101, 1.1, 3, 2, -43, 1, ·
O=C(NC(Cc1c[nH]c2ccccc12)C(=O)O)c1ccc(Br)cc1 (centres undefined)
→ 9, 21, 102, 103, 101, -0.2, 11, 0, -35, -2, 2
CCOc1ccc(-n2c(SCC(=O)NCc3ccco3)nnc2-c2c[nH]c3ccccc23)cc1
→ 21, 7, 108, 107, 108, 0.7, 10, 5, -13, 0, ·
CC(C)c1ccc(OCc2nc(-c3ccccn3)no2)c(Br)c1
→ 77, 11, 100, 101, 102, 0.8, 7, 6, -1, 0, ·
O=C(CCn1c(=O)c2ccccc2n(Cc2ccccc2)c1=O)NCc1ccc2c(c1)OCO2
→ 38, 5, 100, 93, 92, 0.4, -4, 1, 4, 0, ·
Cc1onc(-c2c(Cl)cccc2Cl)c1NC(=O)NNc1ccccn1
→ ·, 3, 99, ?, 98, ·, 12, ·, 4, ·, 16

A stretch from further up, for reference:
Values in the order: GSH fluor, Avidin bead fluor, RGS8-Gao, RGS7-Gao, RGS4-Gao reg, ABCB1 inh, Mcl1-Noxa inh, ABCG2 block, Mcl1 Bid PPI, Mcl-1 Bim block, Pf gamet viab
CC(C)c1ccc(OCc2nc(-c3ccccn3)no2)c(Br)c1
→ 77, 11, 100, 101, 102, 0.8, 7, 6, -1, 0, ·
O=C(CCn1c(=O)c2ccccc2n(Cc2ccccc2)c1=O)NCc1ccc2c(c1)OCO2
→ 38, 5, 100, 93, 92, 0.4, -4, 1, 4, 0, ·
Cc1onc(-c2c(Cl)cccc2Cl)c1NC(=O)NNc1ccccn1
→ ·, 3, 99, ?, 98, ·, 12, ·, 4, ·, 16

Further results follow:
Values in the order: GSH fluor, Avidin bead fluor, RGS8-Gao, RGS7-Gao, RGS4-Gao reg, ABCB1 inh, Mcl1-Noxa inh, ABCG2 block, Mcl1 Bid PPI, Mcl-1 Bim block, Pf gamet viab
Cc1ccc(-c2cc(C(=O)NCc3ccco3)c3ccccc3n2)o1
→ 13, 29, 95, 95, 100, 0.1, 66*, 0, 1, 0, ·
CCN1C(=O)CC(NCc2ccc(S(N)(=O)=O)cc2)C1=O (centres undefined)
→ ·, 5, 89, ?, 82, ·, -9, ·, -13, ·, 0
CCCN1Cc2cccc(C(=O)Nc3ccc(-c4nc5ccccc5[nH]4)cc3)c2C1=O
→ 5, 12, 101, 97, 95, -0.9, 4, -6, -9, -6, ·
COc1nc(SC)nc(Cl)c1Cc1ccc(OC(C)C)cc1
→ 4, 7, 95, 100, 98, 0.7, 2, 2, -8, -3, -19
CCCC1CCC(c2ccc(C(=O)NN)cc2)CC1 (centres undefined)
→ 11, 3, 87, 94, 99, 0.1, 12, -7, 14, -5, 20
Cc1cc(C)n(CC(O)COCc2ccco2)n1 (centres undefined)
→ 8, 13, 94, 90, 86, 0.1, 7, 1, -35, 3, -10
COc1ccc2c(c1)c(C(=O)N1CCN(C)CC1)c(C)n2-c1ccccc1
→ 42, 34, 99, 100, 100, 1.3, 4, 4, 6, 0, ·
Cc1nn(C)cc1NC(=O)c1ccc(Br)o1
→ 10, 2, 79, 91, 89, -0.1, -3, 3, -6, 0, 2
Cc1ccc(O)c(C(=O)c2cnn(-c3ccc(S(=O)(=O)N4CCOCC4)cc3[N+](=O)[O-])c2)c1
→ 14, 2, 80, 96, 95, 0.1, 8, -1, -46, -4, -14
O=C(Nc1ccccc1)Nc1cccn(Cc2c(F)cccc2Cl)c1=O
→ 20, 8, 101, 99, 98, 0.8, 8, 3, -42, -1, -13
Cc1csc(C(C#N)C(=O)c2ccc(S(=O)(=O)N3CCCC3)cc2)n1 (centres undefined)
→ 43, 14, 102, 101, 101, 0.1, 27, 2, -28, 0, ·
O=S1(=O)N=C(Nc2nc3c(s2)CCCC3)c2ccccc21
→ 29, 36, 101, 101, 103, -0.7, 8, -6, -21, -11, 2
Cc1nn(C(CC(=O)O)C(=O)O)c(C)c1Br (centres undefined)
→ 13, 13, 88, 103, 99, 0.3, 21, -1, 3, -5, 2
COc1ccc(/C=N/NS(=O)(=O)c2ccc(C)cc2)cc1OC(=O)c1ccc(C)cc1
→ 5, 8, 100, 99, 99, -0.1, -1, -1, -30, 2, 21
O=C(CN1C2=NCCCN2c2ccccc21)c1ccc(Br)s1
→ 13, 10, 101, 105, 102, 0.7, 9, 7, -17, 1, -9

Of the compounds above, these have two or more sulfur atoms.
Values in the order: GSH fluor, Avidin bead fluor, RGS8-Gao, RGS7-Gao, RGS4-Gao reg, ABCB1 inh, Mcl1-Noxa inh, ABCG2 block, Mcl1 Bid PPI, Mcl-1 Bim block, Pf gamet viab
C=CCN(C(=O)c1cccc(S(=O)(=O)N2CCN(C)CC2)c1)c1nc(-c2ccccc2)cs1
→ 15, 6, 103, 104, 100, 0.0, -30, 1, -49, -1, 6
O=C(CCSc1ccccc1)Nc1nccs1
→ 16, 11, 104, 100, 100, 0.8, -11, 4, -5, -7, ·
Cc1csc(C(C#N)C(=O)c2ccc(S(=O)(=O)N3CCCC3)cc2)n1 (centres undefined)
→ 43, 14, 102, 101, 101, 0.1, 27, 2, -28, 0, ·
O=S1(=O)N=C(Nc2nc3c(s2)CCCC3)c2ccccc21
→ 29, 36, 101, 101, 103, -0.7, 8, -6, -21, -11, 2

Following part.
Values in the order: GSH fluor, Avidin bead fluor, RGS8-Gao, RGS7-Gao, RGS4-Gao reg, ABCB1 inh, Mcl1-Noxa inh, ABCG2 block, Mcl1 Bid PPI, Mcl-1 Bim block, Pf gamet viab
COc1ccc(C2/C=C\CN(C(=O)C3CC3)[C@H](Cc3ccccc3)C(=O)N2Cc2ccc(F)cc2)cc1 (some centres undefined)
→ ·, 6, 93, ?, 86, ·, 9, ·, -50, ·, ·
COc1ccc(NC(=O)C2C3C=CC(C3)C2C(=O)NCc2ccco2)cc1 (centres undefined)
→ 18, 28, 100, 99, 99, 0.0, 1, 0, 7, -1, 6
O=C(OCC(=O)N1CCCc2ccccc21)c1cccnc1Cl
→ 12, 12, 101, 104, 102, -0.2, -7, 0, -19, 0, 4
O=C(O)C1=C[C@@H](c2coc3ccccc3c2=O)C[C@@H](OCc2ccc(CO)cc2)O1
→ 18, 6, 104, 97, 98, -0.3, -11, -1, -4, 0, ·
COc1ccc(/C(C)=N\n2cnnc2)cc1
→ 7, 17, 99, 99, 90, 0.4, 14, 1, -15, 1, 9
CCCc1cc(=O)n2[nH]c(-c3ccc(OC)cc3)nc2n1
→ 35, 13, 99, 97, 96, -1.2, 7, 26, -2, -8, ·
CC(NS(=O)(=O)c1ccc(Cl)cc1)C(c1cccs1)N1CCN(C)CC1 (centres undefined)
→ 19, 7, 106, 105, 106, -0.2, -14, -1, -4, 0, ·
Cc1ccsc1/C=N/Nc1nc(=O)[nH]nc1C
→ 14, 12, 102, 102, 103, 0.0, 11, 3, -34, -1, ·
CN(C)/C=C/C(=O)Oc1ccc(Cl)cc1Cl
→ 18, 11, 100, 100, 99, -0.5, 1, 2, -17, 1, ·
Cc1ccc(-c2nc3ccccc3[nH]2)cc1NC(=O)c1sc2ccccc2c1Cl
→ 22, 24, 99, 97, 97, -0.4, -11, -3, -23, 0, ·
O=C(O)CN1C(=O)C2C3CC(C2C1=O)C1C(c2ccc(Cl)cc2)c2sc(=O)[nH]c2SC31 (centres undefined)
→ 12, 10, 100, 100, 97, 0.0, 8, -3, -18, 0, ·
COc1cc(/C=N/NC(=O)Cc2cccs2)c([N+](=O)[O-])cc1OC
→ 9, 15, 102, 98, 106, 1.7, 26, 56, -38, -2, 7
COc1cc(C#N)c(NC(=O)CN2CCN(CCO)CC2)cc1OC
→ 10, 10, 101, ?, 101, -0.6, 13, -2, -14, -6, 13
Cc1ccc(OCC(=O)NC(=S)Nc2ccc(Br)cn2)cc1C
→ 19, 12, 99, 98, 100, 0.3, -3, 2, -10, 2, 4
CSC1=N/C(=C\c2ccc(C)o2)C(=O)S1
→ 41, 3, 96, 94, 97, 0.0, 11, 1, 24, -2, -15
